Screening data from PubChem BioAssay.
GPR151 activators: GPR151 activators, triplicate retest, confirmation, cell-based, PathHunter beta-arrestin, luminescence, set 2 (AID 1508608). GPR151 PathHunter beta-arrestin cells, luminescence, 90 min; active compounds read high; 100% = signal from added EA reagent. activation, % at 11.2 µM. 0.9% of 2,300 active;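 active = mean activation across replicates above 26.72%, the hit cutoff set for this confirmation screen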;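 note: 0% = plate median of compound wells and 100% = EA reagent high control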
GPR119 activation: off-target GPR119 activation – cell-based, PathHunter beta-arrestin, luminescence, set 2, counter-screen for GPR151 activator project, confirmation (AID 1508607). GPR119 PathHunter beta-arrestin cells, luminescence, 90 min; active compounds read high. activation, % at 11.2 µM. 0.9% of 2,300 active;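 active = mean percent activation across replicates above the counterscreen hit cutoff of 9.17%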;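 note: 0% = median of sample wells and 100% = wells given EA reagent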
* marks the source's active call; other numbers are inactive results. Some of the compounds tested; count on the stated rates, not on these rows.

SMILES	GPR151 activators	GPR119 activation
COCCOC(=O)C1=C(C)OC(N)=C(C#N)C12C(=O)N(CC(=O)OC)c1ccccc12 (configuration not stated)	-4.8	0.5
CCN1C(=O)c2ccccc2Sc2ccc(C(=O)N3CCC4(CC3)OCCO4)cc21	0.4	0.7
O=C(O)CCn1cc(C=C2C(=O)NC(=O)NC2=O)c(-c2ccc(Br)cc2)n1	0.7	2.6
COc1ccc(Cc2nccc3cc(OC)c(OC)cc23)cc1OC	-2.8	-0.7

Quoted from above, 2 compounds:
SMILES	GPR151 activators	GPR119 activation
COCCOC(=O)C1=C(C)OC(N)=C(C#N)C12C(=O)N(CC(=O)OC)c1ccccc12 (configuration not stated)	-4.8	0.5
CCN1C(=O)c2ccccc2Sc2ccc(C(=O)N3CCC4(CC3)OCCO4)cc21	0.4	0.7

Complete entries, looked up by structure. Order of values: GPR151 activators	GPR119 activation
Entry for COCCOC(=O)C1=C(C)OC(N)=C(C#N)C12C(=O)N(CC(=O)OC)c1ccccc12 (configuration not stated) : -4.8	0.5
Entry for COc1ccc(Cc2nccc3cc(OC)c(OC)cc23)cc1OC : -2.8	-0.7
